# Screening results: PubChem, several laboratories
# NALP1 inh = blocks the NALP1 inflammasome reconstituted in yeast. inhibition, % at 10 µM. S. cerevisiae NALP1/ASC/caspase-1 growth, X-gal OD620, 72 h. 280,000 compounds, 0.61% hits; in the data active = inhibition mostly above about 24%, no sharp cut-off; inactive = mostly below about 32%; note: some compounds called inactive have numbers as strong as hits
# MEKK2mut PB1 HTS = signal of MEK5 binding to mutant human MEKK2 PB1 domain; 290,000 compounds, 0.35% hits; bead flow cytometry, Alexa488-MEK5 binding to MEKK2 mutant; percent response, % at 10 µM; AID 1530; in the data active = percent response above about 24%, passing the limit was not always enough; note: inactives centre near 1; some results filed as inactive read as strong as hits
# MEKK2wt PB1 HTS = raises or lowers MEK5 binding to wildtype human MEKK2 PB1 domain | Q9Y2U5 | bead flow cytometry, Alexa488-MEK5 binding to MEKK2 WT; actives lie on both sides | binding response (% of control), % at 10 µM | 290,000 compounds, 1.1% hits; in the data active = binding response below about 67% or above about 130%
# HCV NS3 hel inh = HCV NS3 helicase inhibition; 290,000 compounds, 0.56% hits; inhibition, % at 10.9 µM; NS3 helicase DNA unwinding, Cy5 molecular beacon fluorescence; AID 1800;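 active = inhibition above the mean of all tested compounds plus 3 SD, set per campaign, cut at about 35% in these data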;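 note: 0% = DMSO wells and 100% = thioflavine S control wells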
#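 Material: hepatitis C virus NS3 helicase domain fragment enzyme; measured by: Cy5 fluorescence, 0 and 60 min reads; control set: DMSO and thioflavine S; incubation: 60 min unwinding reaction at 25 °C after ATP addition; read-out basis: % inhibition from 60/0 min fluorescence ratio, DMSO 0%, thioflavine S 100%; repeats: singlicate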
# DNA FID counter = fluorescent intercalator displacement, NS3 helicase counter-screen | DNA fluorescent intercalator displacement, fluorescence | 290,000 compounds, 0.17% hits | inhibition, % at 7.9 µM | AID 1845; in the data active = inhibition above about 37%;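 note: 0% = vehicle and 100% = reference compound; higher means more ethidium bromide displaced from hairpin DNA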
# IMP-1 inh = blocks Pseudomonas aeruginosa IMP-1 metallo-beta-lactamase | purified IMP-1, nitrocefin hydrolysis, epi-absorbance fluorescence | inhibition, % at 5.6 µM | 290,000 compounds, 0.45% hits | AID 1556;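 active = inhibition above the mean plus 3 SD of all compounds in the same screening run, cut at about 4.5% in these data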;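 note: 0% = IMP-1 with DMSO and 100% = DMSO wells lacking enzyme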
#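 system = purified recombinant IMP-1 beta-lactamase | amount = 0.2 nM IMP-1, as dispensed | medium = HEPES buffer pH 7.1 with ZnSO4 and Brij 35 | times = 25 °C, 15 min preincubation, 25 min reaction | detection = plate fluorescence quenching by hydrolysis product, ex 480/em 530 nm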
# VIM-2 inhibitor = blocks Pseudomonas aeruginosa VIM-2 metallo-beta-lactamase; 290,000 compounds, 0.89% hits; inhibition, % at 5.6 µM; purified VIM-2, nitrocefin hydrolysis, epi-absorbance fluorescence; AID 1527;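 active = inhibition above the mean of all tested compounds plus 3 SD, cutoff set per screening run, cut at about 7.5% in these data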;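 note: red hydrolysis product quenches plate fluorescence so inhibitors raise well fluorescence; 0% = enzyme with DMSO and 100% = DMSO without enzyme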
# PfM18AAP inh = blocks P. falciparum M18 aspartyl aminopeptidase; recombinant PfM18AAP, H-Glu-NHMec fluorogenic cleavage; inhibition, % at 7.35 µM; 290,000 compounds, 1.2% hits;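 active = inhibition above the campaign mean inhibition over all tested compounds plus 3 SD, cut at about 28% in these data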;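 note: 0% = plate median of test compound wells and 100% = 2 mM ZnCl2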
# UBC9 SUMO inh = inhibitors of human SUMOylation (UBC9). inhibition, % at 35 µM. 290,000 compounds, 0.36% hits. HTRF SUMOylation assay, SAE1/SAE2 + UBC9, in vitro. P63279; in the data active = inhibition above about 50%, passing the limit was not always enough; note: strong numbers were not always called active
# Target sequence (P63279 whole entry, looked up): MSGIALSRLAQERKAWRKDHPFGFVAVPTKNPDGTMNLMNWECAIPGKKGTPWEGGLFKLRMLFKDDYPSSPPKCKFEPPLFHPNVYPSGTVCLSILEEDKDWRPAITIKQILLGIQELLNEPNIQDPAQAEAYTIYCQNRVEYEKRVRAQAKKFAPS
# * = called active by the depositor; · = no result given; [ ] = remark or other dose.
SMILES,NALP1 inh,MEKK2mut PB1 HTS,MEKK2wt PB1 HTS,HCV NS3 hel inh,DNA FID counter,IMP-1 inh,VIM-2 inhibitor,PfM18AAP inh,UBC9 SUMO inh
Cc1cc(S(=O)(=O)NCCCn2ccnc2)c(C)cc1Cl,0,4,112,-10,3,-6.1,1.4,4,10
O=C1CC(c2ccc3c(c2)OCO3)C2=C(CCCC2=O)N1 (stereo not drawn),7,-8,100,-2,0,-4.5,-3.0,6,17
CCOC(=O)c1c(C)[nH]c(C)c1C(=O)CSc1nnc(-c2ccc(OC(F)F)cc2)o1,12,-6,90,-3,-3,-1.8,-2.9,0,-4
O=C(Cc1n[nH]c(=O)c2ccccc12)NCc1ccccc1,19,-1,99,21,-4,-2.0,-2.1,-2,3
CN(C)CCNC(=O)c1cccc(S(=O)(=O)Nc2ccccc2F)c1,-8,-7,93,1,3,-0.9,-2.4,5,-5
CCC(=O)Nc1nnc(SCc2ccc(F)cc2)s1,2,2,3.0*[inhibitor],-17,-2,-2.4,-1.6,-4,8
CCCc1[nH]n(-c2ccc([N+](=O)[O-])cc2)c(=O)c1C=NCCc1ccc(OC)c(OC)c1,10,3,99,5,-6,-6.6,-3.8,5,-12
O=C(NCc1ccco1)c1nc2c(nnn2Cc2cccc(Cl)c2)c(=O)[nH]1,15,5,109,12,-30,-2.0,-1.6,3,32
Cc1onc(-c2ccccc2Cl)c1C(=O)OCc1cnc(Cl)s1,9,-2,96,9,-16,-0.3,1.9,-11,-6
COc1ccc([N+](=O)[O-])cc1NC(=O)c1ccc(Br)s1,-3,-3,96,15,11,-3.3,-1.2,3,1
CC(=O)NC(=S)Nc1ccccc1N1CCN(C(=O)c2ccccc2)CC1,8,-2,99,-4,-18,-1.5,-1.6,1,2
Cc1cccn2cc(-c3ccc4c(c3)NC(=O)CO4)nc12,-4,-9,96,3,-10,0.9,2.3,2,20
Cc1ccc(NCc2nnc(SCC(=O)Nc3ccccc3)n2CC2CCCO2)c(C)c1 (stereo not drawn),4,-5,97,6,-29,-2.2,0.0,3,-1
Cc1ccc(C2Nc3cccc4cccc(c34)N2)cc1,24,6,102,39*,-9,-2.0,-1.0,19,8
COc1ccc(/C=N/NC(=O)c2cccnc2)cc1CN1CCc2ccccc2C1,-15,20,129,-26,-4,-1.9,-3.0,-3,14
O=C(Nc1ccccc1O)c1ccccc1O,15,-5,94,-2,-5,-1.6,-6.4,34*,27
COc1cc(C(=O)Nc2cccc3ncccc23)cc(OC)c1OC,20,-1,101,1,-5,-0.6,0.0,2,27
O=C(CNCc1ccc(Cl)cc1)NCc1ccco1,20,0,109,0,-4,-3.9,-1.5,0,4
CCn1c(SCC(=O)Nc2ccc(NC(C)=O)cc2)nnc1C1CC1,2,6,104,3,0,-1.6,-2.7,3,8
COc1ccccc1NC(=O)C(=O)Nc1ccccn1,24,6,110,2,-8,-2.4,-2.9,-2,26
CN(C)CCNc1ncnc2c1cnn2-c1ccc(Cl)cc1,6,6,125,-8,22,-4.3,-3.1,-5,12
Nn1c(Cc2cccc3ccccc23)nnc1SCC(=O)N1CC(=O)Nc2ccccc21,-2,3,99,7,-29,1.2,2.0,-3,22
Cc1cc(NC(=O)c2cccc(F)c2)ncc1NC(=O)c1ccco1,-19,4,107,2,-2,-2.7,-1.8,3,-2
COc1ccc(N(CC(=O)Nc2ccc(C)cc2C)S(=O)(=O)c2c(C)n[nH]c2C)cc1,-1,-9,91,8,-18,-3.4,0.5,3,·

# Grouped by structure, the entries above containing a nitro group on carbon.
SMILES,NALP1 inh,MEKK2mut PB1 HTS,MEKK2wt PB1 HTS,HCV NS3 hel inh,DNA FID counter,IMP-1 inh,VIM-2 inhibitor,PfM18AAP inh,UBC9 SUMO inh
CCCc1[nH]n(-c2ccc([N+](=O)[O-])cc2)c(=O)c1C=NCCc1ccc(OC)c(OC)c1,10,3,99,5,-6,-6.6,-3.8,5,-12
COc1ccc([N+](=O)[O-])cc1NC(=O)c1ccc(Br)s1,-3,-3,96,15,11,-3.3,-1.2,3,1

# The list continues.
SMILES,NALP1 inh,MEKK2mut PB1 HTS,MEKK2wt PB1 HTS,HCV NS3 hel inh,DNA FID counter,IMP-1 inh,VIM-2 inhibitor,PfM18AAP inh,UBC9 SUMO inh
O=C1c2ccccc2NC(c2cccc(O)c2)N1Cc1ccco1 (stereo not drawn),4,0,100,1,-2,-1.5,-2.6,5,16
CS(=O)(=O)N1CCc2cc(C(=O)N3CCN(c4ccccc4)CC3)ccc21,3,7,107,0,-33,-3.0,-1.5,0,2
CCc1cc2c(C)cc(=O)oc2cc1OC(=O)C1CCCN1C(=O)OC(C)(C)C (stereo not drawn),-22,0,99,-11,-27,-2.5,0.4,12,15
COCc1nc(-c2ccc(-c3ccc(C)cc3)nc2OC)no1,2,-1,103,15,-8,-3.2,-2.2,-11,-20
C#CCOCCOCCOCCNc1nc(N2CCN(C(=O)C(Cc3ccc(O)cc3)n3cc(C(N)C(C)CC)nn3)CC2)nc(N2CCN(C(=O)C(Cc3ccc(O)cc3)n3cc(C(N)C(C)CC)nn3)CC2)n1 (stereo not drawn),11,31,145*,-77,40*,-0.5,-0.1,-11,11
CCOc1ccc(-c2c(C(=O)N/N=C/c3ccoc3)nnn2-c2nonc2N)cc1,26,-11,93,-1,-25,0.0,0.5,4,9
Cc1ccc(N(C(=O)c2ccco2)C2C=CS(=O)(=O)C2)cc1 (stereo not drawn),4,-1,105,4,4,-3.4,-1.6,1,33
COc1ccc(C(CCNCc2ccccc2)c2ccc(F)cc2)cc1 (stereo not drawn),31,5,103,-91,24,-4.6,0.6,-2,-26
COc1ccccc1C(=O)NC(=S)NC12CC3CC(CC(C3)C1)C2,15,1,100,5,-4,-3.5,-1.8,-7,26
CCOC(=O)C1=C(c2ccccc2)NC(=O)NC1c1ccc(N(C)C)cc1 (stereo not drawn),-12,5,97,6,-8,-1.5,-0.8,-8,-11
COc1ccc(NC(=O)C2CC(=O)N/C(=N/NC(=O)c3ccc(Cl)cc3)S2)cc1 (stereo not drawn),1,5,110,-2,-25,-2.5,-3.3,4,0
O=C(Nc1nc2c(s1)COc1ccccc1-2)c1cccs1,4,6,109,-12,-1,-2.8,-1.2,3,8
COc1ccc(NC(=O)COc2ccc(C(=O)NC3CCCc4ccccc43)cc2OC)cc1 (stereo not drawn),11,3,105,-10,0,-4.1,-3.4,0,4
CCCCCCc1nc(C(N)=O)c2[nH]c(=O)n(-c3ccccc3F)c2n1,17,-2,98,9,-28,-3.2,-3.2,4,-2
CCN(CC(=O)Nc1ccccc1C(F)(F)F)C(=O)CCc1nc2ccccc2c(=O)[nH]1,14,7,104,3,-21,-3.6,-0.8,-1,23
CCn1c(SCc2cc(=O)[nH]c3ccccc23)nc2c1c(=O)n(C)c(=O)n2C,·,·,·,0,-3,-2.1,0.6,7,·
COc1ccc(CCNC(=O)CCN2C(=O)c3cccc4cccc(c34)C2=O)cc1OC,3,2,101,7,-2,-3.1,-1.4,-1,5
Cc1cc(-c2csc(N)n2)c(C)n1-c1ccccc1,13,-1,-9.0*,23,2,-3.0,-2.5,10,8
Cc1onc(-c2ccccc2Cl)c1C(=O)Nc1nn[nH]n1,6,3,105,-1,3,-1.0,-0.5,16,6
Cc1cccc(N2CCN(S(=O)(=O)c3ccc4c(c3)OCCO4)CC2)c1C,-1,6,101,-1,-20,-3.4,-4.5,0,0
COC(=O)c1ccc2c(c1)NC(=O)C(N(CC(C)C)CC(C)C)S2 (stereo not drawn),·,2,84,10,-13,-0.1,1.1,-5,23
Cc1ccc(CNC(=O)C2CC2c2ccccc2)cc1 (stereo not drawn),19,0,98,-1,-5,-2.1,-1.0,-3,-4
COc1cc(NC(=O)c2ccco2)c(OC)cc1NC(=O)CCC(=O)Nc1cc(C)cc(C)c1,29,-1,110,-8,-25,-2.7,-4.3,3,17
O=C(OCn1nnc2ccccc2c1=O)c1cccnc1Cl,8,4,100,-5,-5,-5.9,-0.2,-1,-10
Cc1ccccc1N=C1c2cc([N+](=O)[O-])ccc2-c2ncccc21,1,11,98,-5,8,-1.1,-1.0,5,0
FC(F)(F)c1cccc(Nc2nc(N3CCCC3)nc(N3CCCC3)n2)c1,-7,18,128,-10,0,-2.3,-1.4,3,-5
CC(C)(C)CC(C)(C)c1ccc(OCC(=O)N/N=C/c2ccc(S(=O)(=O)O)o2)cc1,·,-3,94,-32,-13,-1.1,-1.3,-14,48
COc1cccc(C2c3c(oc4cc(C)c(C)cc4c3=O)C(=O)N2CCCN(C)C)c1 (stereo not drawn),-3,2,110,-3,14,-3.7,-0.6,-7,7
CCC(CO)NCc1ccccc1OC(C)C (stereo not drawn),14,-9,93,-7,5,-2.8,-0.7,-9,10
CC(C)OC(=S)N/C(=N\S(=O)(=O)c1ccccc1)c1ccccc1,15,12,105,4,0,-2.2,1.9,-1,4
C=C(C)Cn1c(SCC(=O)N/N=C/c2ccccc2)nc2ccccc2c1=O,22,1,101,0,-10,-4.4,-3.2,11,13
CCc1ccccc1NC(=O)CSc1nnc([C@@H](NC(=O)OC(C)(C)C)C(C)C)o1,8,1,100,-4,-24,-3.4,-3.8,0,15
CCCc1cc2c(=O)c(-c3ccc4c(c3)OCCO4)coc2cc1OC(=O)c1ccco1,20,-2,93,4,2,-3.0,-2.1,1,6
COc1cccc(NC(=O)c2ccccc2-c2nc(-c3ccc(Cl)cc3)no2)c1,30,-5,91,0,3,-2.2,-1.0,0,-10
CC(C)c1nc(SCC(=O)NC2CCCC2)c2ccccc2n1,14,0,99,-12,-25,-1.8,-0.3,-7,8
N#CCCn1nc(-c2ccc([N+](=O)[O-])cc2)cc1Nc1ccccc1NC(=O)C(F)(F)F,15,2,95,-11,5,-1.4,-3.4,2,1
CC(C)C(c1nnnn1Cc1ccc(F)cc1)N1CCC(C(N)=O)CC1 (stereo not drawn),-10,-1,99,0,-4,-5.6,-6.2,-1,0
CC(C)CC(C(=O)OCC(=O)Nc1ncc(Cl)cc1Cl)N1C(=O)c2ccccc2C1=O (stereo not drawn),8,0,101,-9,-33,-4.1,-3.5,3,16
COc1cc(OC)c(OC)cc1CNC(=O)c1cc(=O)c2ccccc2o1,6,-2,100,10,-22,-0.9,1.5,-6,8
CC(C)(C)NC(=O)C(c1ccccc1)N(C(=O)c1ccco1)C1CC1 (stereo not drawn),10,-2,103,-2,-9,-5.1,-2.0,2,-6
C/C(N)=C(/C#N)C(=O)CSc1nc2ccc(C)cc2[nH]1,-6,1,97,3,-3,-3.5,-1.6,-10,24
COC(=O)N/N=C/c1ccc(-c2cc(Cl)ccc2Cl)o1,29,-8,89,3,0,0.2,2.1,-8,-6
CC(C)NC(=O)CSc1ccccc1C(=O)NCc1ccc2c(c1)OCO2,6,-7,96,-3,-3,-1.9,0.0,-9,23
